PAFAH1B3 inh = PAFAH1B3 enzyme inhibitors, primary screen, biochemical, fluorescence polarization, human; Platelet-activating factor acetylhydrolase IB subunit alpha1 (Homo sapiens), Q15102; recombinant PAFAH1B3, FP-rhodamine probe; inhibition, % at 3.39 µM; 0.28% of 340,000 active; AID 492972, 2010;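 active = inhibition above the screen-wide average of all tested compounds plus 3 SD, cut at about 25% in these data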;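 also: 0% = enzyme with DMSO only and 100% = wells lacking PAFAH1B3 protein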
ZTA DNA inh = ZTA (EBV) inhibition in EBNA-1 counter-screen; 0.15% of 320,000 active; inhibition, % at 11 µM; ZTA-DNA binding, fluorescence polarization; P03206; in the data active = inhibition above about 33%
EBNA-1 inh = EBNA-1 DNA-binding inhibitors, primary screen, biochemical, fluorescence polarization; inhibition, % at 14.8 µM; 0.34% of 300,000 active; AID 1950, 2009; in the data active = inhibition above about 28%
LYPLA1 counter = LYPLA1 inhibitors, primary screen, counter-screen for PME1 inhibitor project, biochemical, fluorescence polarization, FP-Rh probe ABPP; Acyl-protein thioesterase 1 (Homo sapiens), O75608; recombinant LYPLA1; inhibition, % at 5.9 µM; 0.16% of 320,000 active; AID 2174, 2009;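 active = inhibition above the mean of all tested compounds plus 3 SD, set per campaign, cut at about 14% in these data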;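 also: inhibitors block serine hydrolase probe labeling of LYPLA1 so polarization falls; 0% = enzyme with DMSO and 100% = wells lacking LYPLA1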
Target sequence (O75608 whole entry, looked up): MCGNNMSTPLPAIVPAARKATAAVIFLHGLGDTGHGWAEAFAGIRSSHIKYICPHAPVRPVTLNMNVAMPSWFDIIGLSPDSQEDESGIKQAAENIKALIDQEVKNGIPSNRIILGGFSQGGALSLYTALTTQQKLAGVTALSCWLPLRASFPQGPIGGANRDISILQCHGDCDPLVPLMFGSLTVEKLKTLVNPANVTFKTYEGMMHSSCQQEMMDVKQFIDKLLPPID
PAFAH1B2 inh = PAFAH1B2 enzyme inhibitors, primary screen, biochemical, fluorescence polarization, human. recombinant PAFAH1B2, FP-rhodamine activity probe. inhibition, % at 3.39 µM. 1.2% of 340,000 active;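 active = inhibition above the mean of all tested compounds plus 3 SD, cut at about 24% in these data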;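 also: 0% = enzyme with DMSO and 100% = wells lacking PAFAH1B2; many of its hits are not listed in these tables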
Target sequence (P68402 whole entry, looked up): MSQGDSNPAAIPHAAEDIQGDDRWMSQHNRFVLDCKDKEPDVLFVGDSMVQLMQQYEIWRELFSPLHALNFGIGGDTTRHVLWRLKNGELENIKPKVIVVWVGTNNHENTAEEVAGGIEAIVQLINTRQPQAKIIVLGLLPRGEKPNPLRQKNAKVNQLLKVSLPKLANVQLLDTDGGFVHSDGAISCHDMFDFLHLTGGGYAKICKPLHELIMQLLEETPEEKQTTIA
pPAFAH FP inh = pPAFAH enzyme inhibitors, primary screen, biochemical, fluorescence polarization, human | Platelet-activating factor acetylhydrolase (Homo sapiens), Q13093 | 1.5% of 330,000 active | AID 463082, 2010 | inhibition, % at 3.39 µM | recombinant pPAFAH, FP-rhodamine probe fluorescence polarization;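 active = inhibition above the mean inhibition across the screen plus 3 SD, cut at about 25% in these data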;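 also: inhibitors block binding of the rhodamine activity-based probe so polarization drops; 0% = enzyme with DMSO and 100% = wells lacking pPAFAH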
Target sequence (Q13093 whole entry, looked up): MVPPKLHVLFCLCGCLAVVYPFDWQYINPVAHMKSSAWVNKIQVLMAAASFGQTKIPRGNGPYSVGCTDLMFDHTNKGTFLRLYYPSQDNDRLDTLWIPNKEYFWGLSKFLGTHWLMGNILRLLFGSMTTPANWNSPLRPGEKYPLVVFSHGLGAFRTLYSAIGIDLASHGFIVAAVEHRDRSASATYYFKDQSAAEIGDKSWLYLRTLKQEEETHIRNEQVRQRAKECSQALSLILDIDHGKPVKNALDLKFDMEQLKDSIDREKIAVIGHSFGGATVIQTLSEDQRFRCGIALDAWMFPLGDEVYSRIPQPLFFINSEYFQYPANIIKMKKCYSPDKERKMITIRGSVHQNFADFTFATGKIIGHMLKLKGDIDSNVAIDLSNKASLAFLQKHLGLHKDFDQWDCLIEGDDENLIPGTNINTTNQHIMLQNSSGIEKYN
LYPLA2 counter = LYPLA2 inhibitors, primary screen, counter-screen for PME1 inhibitor project, biochemical, fluorescence polarization, FP-Rh probe ABPP; Acyl-protein thioesterase 2 (Homo sapiens), O95372; recombinant LYPLA2; inhibition, % at 5.9 µM; 0.38% of 320,000 active; AID 2177, 2009;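 active = inhibition above the screen-wide mean plus 3 SD, limit set per campaign, cut at about 26% in these data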;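 also: 0% = LYPLA2 with DMSO and 100% = wells lacking LYPLA2 enzyme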
PAFAH2 FP inh = PAFAH2 enzyme inhibitors, primary screen, biochemical, fluorescence polarization, human. inhibition, % at 3.39 µM. 0.99% of 340,000 active. Platelet-activating factor acetylhydrolase 2, cytoplasmic (Homo sapiens), Q99487. recombinant PAFAH2, FP-rhodamine activity probe;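 active = inhibition above the mean over all tested compounds plus 3 SD, cut at about 30% in these data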;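 also: inhibitors block probe labeling of enzyme so polarization drops; 0% = enzyme with DMSO and 100% = wells lacking PAFAH2 protein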
PREPL inhibitor = PREPL enzyme inhibitors, primary screen, biochemical, fluorescence polarization | Prolyl endopeptidase-like (Homo sapiens), Q4J6C6 | 0.68% of 320,000 active | inhibition, % at 5.96 µM | recombinant PREPL, fluorescence polarization activity-based probe; in the data active = inhibition above about 43%;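 also: 0% = enzyme with DMSO and 100% = wells lacking enzyme; many of its hits are not listed in these tables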
An asterisk follows results filed as active; x = no result given. Not all compounds are listed, so the mix of outcomes need not match the whole.

SMILES	PAFAH1B3 inh	ZTA DNA inh	EBNA-1 inh	LYPLA1 counter	PAFAH1B2 inh	pPAFAH FP inh	LYPLA2 counter	PAFAH2 FP inh	PREPL inhibitor
COc1ccccc1NC(=O)CN1CCC(c2nc3ccccc3[nH]2)CC1	10	-12	-10	-5	7	0	-7	-3	12
CCOC(=O)CSC1=C(C#N)C(C)C2=C(CCCC2=O)N1 (stereo unspecified)	3	-19	-2	0	3	9	9	7	6
O=C(CNC(=O)c1ccc(Cl)cc1Cl)OCc1nnc(-c2ccccc2)o1	0	11	2	-1	3	5	-2	6	-53
O=C(NCC1CCCO1)c1ccc(Cl)c(S(=O)(=O)Nc2ccccc2)c1 (stereo unspecified)	1	7	-2	-2	2	9	-10	4	-5
Cc1ccccc1C1c2[nH]c3ccccc3c2CCN1Cc1cccn1-c1ncccn1 (stereo unspecified)	9	-8	-18	0	1	3	1	-3	6
Cc1ccc(/C([O-])=C(/C(=S)NCc2ccco2)[n+]2ccccc2)cc1	x	-1	0	1	x	6	6	x	17
Cc1nn(C2CCS(=O)(=O)C2)c(C)c1CN(C)C(=O)c1ccc(Cl)cc1 (stereo unspecified)	5	-28	x	3	-1	2	8	6	19
COc1ccccc1N1N=C(C(=O)c2ccccc2)C2C(=O)N(c3ccc(Br)cc3)C(=O)C21 (stereo unspecified)	x	1	0	-2	x	3	-7	x	-3
CN1CCN(S(=O)(=O)c2cccc(C(=O)Nc3sccc3C#N)c2)CC1	-27	3	x	-20	-5	2	-33	-33	-16
CCOC(=O)CN1C(=O)COc2ccc(Cl)cc21	2	1	-7	-5	5	-4	-2	0	12
COc1ccc(Cn2c(C)c(C)c(C#N)c2NC(=O)Nc2ccc(F)cc2)cc1	-1	-7	2	-2	0	-2	-2	-4	11
Cc1occc1C(=O)N=Nc1c(O)n(C)c2ccccc12	15	0	11	0	2	5	0	-5	4
CCCSc1nsc(SCCC)c1C#N	3	1	-5	-3	0	4	1	8	2
CCN(CC)c1ccc(/C=N/NC(=O)c2nnn(-c3nonc3N)c2C(C)C)c(O)c1	12	0	-17	-7	13	28*	10	11	29
CSc1nnc(-c2sccc2-n2cccc2)o1	8	-2	-7	0	18	-6	4	2	21
CCN(CC)CCCn1c2c(c(SCC(=O)Nc3ccc4c(c3)OCCO4)nc1=O)CCC2	3	2	3	6	-2	3	6	-3	3
COc1cc2c(cc1NC(=O)COC(=O)/C=C/c1ccccc1)oc1ccccc12	-1	-1	1	2	9	-7	5	1	4
COc1ccc(CN(C)C(=O)Cn2cnc3c(SC)nc(N)nc32)cc1OC	-1	x	x	x	4	3	x	-3	1
O=C(NCC1CCCO1)C1CCC(N2C(=O)c3ccccc3C2=O)CC1 (stereo unspecified)	-2	3	-14	0	1	0	-8	3	3
CCCCCCCCC(=O)NCCOc1ccc(OC)cc1	9	5	6	2	-1	8	3	-9	-2
CCOC1(NC(=O)c2ccccc2)C(C)=CC(=O)C=C1C	9	10	5	3	6	0	3	6	-5
O=C(COc1ccc(S(=O)(=O)NC2CCCCC2)cc1Cl)NCc1ccc2c(c1)OCO2	15	12	4	-7	4	23	9	-4	0
CCN(CC)C(=O)CSc1nnc(CNc2ccc(F)cc2)n1-c1ccccc1	2	2	-6	2	6	-2	1	3	14
CCCc1cc(=O)[nH]c(SCC(=O)N(C)C2CCS(=O)(=O)C2)n1 (stereo unspecified)	0	0	-12	4	0	2	11	-4	-5
CNc1ccccc1C(=O)OC(C)C(=O)Nc1ccc(S(=O)(=O)N2CCCC2)cc1 (stereo unspecified)	7	-8	-13	-2	-8	7	-6	-2	2
COc1ccc(-c2csc(NC(=O)Cc3cc(OC)c(OC)c(OC)c3)n2)cc1OC	2	-8	-3	-1	-2	3	-1	7	-13
NCC(O)CN(c1ccccc1)c1ccccc1 (stereo unspecified)	9	10	6	0	5	2	3	5	21
COc1cc(OC)cc(C(=O)NNC(=O)c2cc3c(s2)CCCC3)c1	5	-2	7	-1	0	-1	-2	-6	-15
Cc1nc2ccc(S(=O)(=O)NCC(=O)Nc3cccc(F)c3)cc2s1	2	-2	-4	-2	4	2	6	1	-3
Cc1oc(-c2cccc(Cl)c2)nc1CN1CCC(C(=O)N2CCN(c3ccccc3F)CC2)CC1	5	-3	9	0	6	7	-3	4	39
Cn1nccc1C(=O)Nc1sc2c(c1C(N)=O)CCCC2	7	10	11	1	-2	0	1	12	6
CC(C)OC(=O)Cc1nc2sc(-c3ccccc3)cc2c(=O)[nH]1	-2	-9	-17	-2	7	-3	-3	3	2
CC(=O)c1ccc(N2Cc3ccccc3/C2=N\C(=O)Nc2ccc(Cl)cc2)cc1	-23	-6	-18	-14	-9	-6	-29	-34	-14
N#Cc1cc2ccc(N3CCOCC3)cc2cc1C#N	60*	2	0	-1	7	9	4	18	1
CCC(C)NC(=O)Cn1cnc2sc(C)cc2c1=O (stereo unspecified)	6	-21	-12	-1	1	1	7	-8	4
Cc1nn(Cc2ccc(F)cc2)c(C)c1NC(=O)c1noc2c1CCc1ccccc1-2	3	-3	3	4	-1	7	11	4	-3
CCOCCCNc1nc2c(c(=O)[nH]c(=O)n2C)n1CCCc1ccccc1	-6	-20	3	2	8	1	3	-6	6
CC(C)Oc1cc2oc(=O)c3c(c2cc1Cl)CCC3	4	1	0	-2	-2	0	-2	-4	-7
CC(C)Sc1nnc([C@H](Cc2c[nH]c3ccccc23)NC(=O)OC(C)(C)C)o1	8	-1	13	46*	8	6	5	4	-12
COc1ccccc1CNC(=O)/C=C/c1cc2c(cc1Br)OCO2	8	11	-1	-5	3	-8	-10	2	6
COc1ccc(NC(=O)CSc2nnc(C3CC3)n2-c2ccccc2)cc1	2	12	0	-1	1	3	0	0	8
O=C(COC(=O)CNS(=O)(=O)/C=C/c1ccccc1)Nc1cc(S(=O)(=O)N2CCCCC2)ccc1Cl	-11	6	8	0	-1	12	-4	-9	6
O=C1/C(=C/c2ccncc2)N=C2CCCCCN12	-2	0	-3	-10	4	-4	0	-3	11
O=C(c1ccccc1-c1nc(-c2ccccc2)no1)N1CCOCC1	0	-1	-3	1	5	2	3	-3	11
COc1cccc(-n2c(COc3ccc(C)cc3)nnc2SCC(=O)O)c1	15	5	-11	0	3	4	1	3	-8

Entries above shown as hits in PAFAH1B3 inh:
| Structure | PAFAH1B3 inh | EBNA-1 inh | PAFAH1B2 inh | pPAFAH FP inh | PAFAH2 FP inh | PREPL inhibitor |
| --- | --- | --- | --- | --- | --- | --- |
| N#Cc1cc2ccc(N3CCOCC3)cc2cc1C#N | 60* | 0 | 7 | 9 | 18 | 1 |

Going on with the list.
SMILES	PAFAH1B3 inh	ZTA DNA inh	EBNA-1 inh	LYPLA1 counter	PAFAH1B2 inh	pPAFAH FP inh	LYPLA2 counter	PAFAH2 FP inh	PREPL inhibitor
N#CCOc1ccccc1/C=C/c1nc2ccccc2c(=O)[nH]1	3	-1	11	-3	-1	-1	0	4	-11
O=C(O)c1ccc(Cn2cnc3scc(-c4ccccc4)c3c2=O)cc1	16	11	12	-1	26*	3	-3	4	-1
O=S(=O)(Nc1cc(S(=O)(=O)N2CCOCC2)ccc1N1CCCC1)c1cccs1	5	-8	-1	-1	1	3	4	-1	8
Cc1ccc(OCCCCCCN2CCNCC2)cc1	9	-23	-10	5	-4	-1	6	3	11
O=C1NC(c2ccccc2)Nc2c1sc(=S)n2-c1ccccc1 (stereo unspecified)	-2	4	0	-5	6	1	-5	4	4
Cc1ccc(-n2[nH]c(C)c(C=Nc3ccc(S(=O)(=O)Nc4nccs4)cc3)c2=O)cc1C	1	6	-8	-5	2	18	-11	16	12
COc1cc2cc(C(=O)N[C@@H](Cc3ccccc3)C(=O)O)n(C)c2c(OC)c1OC	1	9	2	5	9	1	2	-6	-12
CC(C)Cn1c(SC(C)C(=O)NCC2CCCO2)nc2ccc(Cl)cc2c1=O (stereo unspecified)	0	-4	x	-2	2	-3	-8	-6	8
COc1cccc(OC)c1C(=O)N1CCN(Cc2cccnc2)CC1	3	-1	1	-2	4	7	-3	5	-3
COCCNC(=O)CN1CCN(C(c2ccccc2)c2ccccc2)CC1	5	-2	11	0	0	-1	-1	-3	20
Cc1ccc(C)c(C(=O)Cn2c(NCCO)nc3ccccc32)c1	2	7	-6	-2	-1	-3	1	-2	12
O=C(Nc1ccc(F)cc1)N(Cc1nnc2n1CCCCC2)c1ccccc1	4	14	-1	-2	4	-1	-2	-2	-3
Cc1cc(C)nc(NC(=O)c2ccc([N+](=O)[O-])o2)n1	-1	-11	-6	-1	2	0	3	8	-5
CCC(C(=O)NCC1CCCO1)N(Cc1ccccc1)C(=O)CNS(=O)(=O)c1ccccc1 (stereo unspecified)	12	11	14	0	1	9	1	1	-3

3 entries drawn at random from those above, as already listed:
SMILES	PAFAH1B3 inh	ZTA DNA inh	EBNA-1 inh	LYPLA1 counter	PAFAH1B2 inh	pPAFAH FP inh	LYPLA2 counter	PAFAH2 FP inh	PREPL inhibitor
Cc1ccc(-n2[nH]c(C)c(C=Nc3ccc(S(=O)(=O)Nc4nccs4)cc3)c2=O)cc1C	1	6	-8	-5	2	18	-11	16	12
CN1CCN(S(=O)(=O)c2cccc(C(=O)Nc3sccc3C#N)c2)CC1	-27	3	x	-20	-5	2	-33	-33	-16
COc1ccccc1CNC(=O)/C=C/c1cc2c(cc1Br)OCO2	8	11	-1	-5	3	-8	-10	2	6

Sorted by count of non-hydrogen atoms (high to low): 7 of the compounds above
SMILES	PAFAH1B3 inh	ZTA DNA inh	EBNA-1 inh	LYPLA1 counter	PAFAH1B2 inh	pPAFAH FP inh	LYPLA2 counter	PAFAH2 FP inh	PREPL inhibitor
Cc1ccccc1C1c2[nH]c3ccccc3c2CCN1Cc1cccn1-c1ncccn1 (stereo unspecified)	9	-8	-18	0	1	3	1	-3	6
CCN(CC)C(=O)CSc1nnc(CNc2ccc(F)cc2)n1-c1ccccc1	2	2	-6	2	6	-2	1	3	14
COc1cc(OC)cc(C(=O)NNC(=O)c2cc3c(s2)CCCC3)c1	5	-2	7	-1	0	-1	-2	-6	-15
CCCc1cc(=O)[nH]c(SCC(=O)N(C)C2CCS(=O)(=O)C2)n1 (stereo unspecified)	0	0	-12	4	0	2	11	-4	-5
Cc1occc1C(=O)N=Nc1c(O)n(C)c2ccccc12	15	0	11	0	2	5	0	-5	4
N#Cc1cc2ccc(N3CCOCC3)cc2cc1C#N	60*	2	0	-1	7	9	4	18	1
CSc1nnc(-c2sccc2-n2cccc2)o1	8	-2	-7	0	18	-6	4	2	21

Screens: PubChem BioAssay, The Scripps Research Institute Molecular Screening Center
